# eIF2B yeast act: modulators of yeast eIF2B activity | S. cerevisiae eIF2B-epsilon R284H, GCN4-lacZ luminescence | inhibition, % at 25 µM (by protocol) | 0.91% of 27,000 active;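 active means mutant luminescence inhibited past about 50% while wild type luminescence and mutant growth stay under set limits, limit read from the data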; further: some compounds called inactive have numbers as strong as hits
#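 Times: 16 h growth with compound at 30 °C, 90 min Beta-Glo step; Assay system: yeast eIF2B-epsilon R284H mutant carrying GCN4–beta-galactosidase fusion; Measure: % inhibition of reporter signal and growth versus controls; Dosing: one concentration, 25 µM, 0.25% DMSO; Buffer or medium: YPD yeast growth medium; Measured by: Beta-Glo luminescence plus absorbance at 595 nm.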
# Yeast tox: Inhibitors of S. cerevisiae growth, toxicity. 0.3% of 30,000 active. AID 685. growth inhibition, % at 25 µM (by protocol). S. cerevisiae wild-type growth, A595 turbidity, 16 h;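 active means mutant and wild-type yeast strains alike exhibit over 30% growth inhibition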;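 further: 0% = untreated cell controls and 100% = YPD media blanks without cells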
#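 System: S. cerevisiae wild-type or eIF2Bepsilon-R284H mutant strain; times: 16 h growth with compound, 30 °C; signal: absorbance at 595 nm (turbidity); measure: growth inhibition (%) versus cell controls and blanks; compound: 25 µM single dose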
# Yeast tox inhibition %: recorded beside Yeast tox, whose call it bears; growth inhibition, %; S. cerevisiae eIF2Bepsilon-R284H mutant growth, A595 turbidity, 16 h;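 each compound tested once at 25 µM; 0% equals untreated cells and 100% equals cell-free medium blanks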
# eIF2B yeast act mutant toxicity: also measured in eIF2B yeast act; calls as there; growth inhibition, %; measured here: mutant yeast growth, toxicity;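 each compound tested once at 25 µM; zero equals untreated control growth and 100 equals blank medium absorbance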
# * = called active by the depositor; . = not tested or not shown. An excerpt, so the mix of outcomes need not match the whole.
SMILES,eIF2B yeast act,eIF2B yeast act mutant toxicity,Yeast tox,Yeast tox inhibition %
N#Cc1c(NC(=O)CSc2ccccn2)oc(-c2ccccc2)c1-c1ccccc1,.,.,11,12
CC(NS(C)(=O)=O)C(c1cccs1)N1CCN(c2ccc(F)cc2)CC1 (centres undefined),32,-3,8,-3
O=C(CN(Cc1ccccc1)C(=O)c1ccco1)NCc1ccc(F)cc1,-27,4,14,4
Nc1ccnc(C(F)(F)F)c1C(=O)c1ccccc1,10,-18,15,-18
CC(NC(=O)c1ccc(F)cc1)c1nc2ccccc2n1Cc1ccccc1F (centres undefined),.,.,14,6
CCOC(=O)C1CCN(C(c2ccccn2)c2c(C)[nH]c3ccccc23)CC1 (centres undefined),.,.,4,9
CCOc1ccc(C2=NNC(c3cccs3)=Nc3ccc(OC)cc32)cc1OCC,33,-33,0,-33
COc1ccc(-c2nc(N3CCOCC3)nc3nn4c(C)c(CCC(=O)O)c(C)nc4c23)cc1,0,13,-2,13
O=C(CCC1COc2ccccc2O1)Nc1ncccc1O (centres undefined),-5,8,21,8
CCOC(=O)C(C)n1cnc2sc(C)c(C)c2c1=O (centres undefined),14,-12,-5,-12
CC(C)(C)c1ccc(OCCN2CCCC2)cc1,13,.,22,0
CN(C)CCCNc1oc(-c2cccc(Cl)c2)nc1C#N,29,15,22,15
CS(=O)(=O)N(CC(=O)O)c1ccc2c(c1)OCO2,.,.,-12,14
CCn1c(SCC(=O)OC)nnc1C1CCCCC1,0,.,38,0
O=C(Nc1ccccc1)NC1CS(=O)(=O)CC1O (centres undefined),-4,-2,-8,-2
CC1(C)CNC(=O)c2sc(NC(=O)CN3CCOCC3)nc2C1,27,8,-14,8
C=CCNC(=S)NNC(=O)C(CCC(C)C)CC(C)(C)O (centres undefined),.,.,12,19
Cc1cc(-n2c(C)cc(C(=O)CN3C(=O)NC4(CCCCC4)C3=O)c2C)no1,10,-10,-7,-10
O=C(c1ccc(Cl)c(S(=O)(=O)N2CCOCC2)c1)N1CCN(Cc2ccccc2)CC1,-41,.,.,.
Cc1nonc1OCC(C)(COc1nonc1C)NC(=O)c1ccccc1,.,.,0,19
O=C(Cn1c(SCC(=O)N2CCc3ccccc3C2)nc2ccccc21)NC1CCCC1,-4,.,-11,0
O=C(c1oc2ccccc2c1CSCc1ccccc1)N1CCN(c2ncccn2)CC1,-3,14,12,14
CN(C)c1ccc(C(=O)c2ccc(N(C)C)c3ccccc23)cc1,27,11,9,11
O=C(O)C1CC=CCC1C(=O)NCCc1cccc(Cl)c1 (centres undefined),18,-1,6,-1
CC(C)OC(=O)CC1=NC(=O)CS1,-2,-11,-1,-11
Cc1cccc2cc(C(c3nnnn3Cc3ccccc3)N3CCN(c4ccccc4)CC3)c(=O)[nH]c12 (centres undefined),17,19,15,19
CCOC(=O)c1c(C)n(C)c2ccc(OC)c(NC(=O)CN3CCN(C4CCCCC4)CC3)c12,.,.,28,16
C=CCn1c(C)cc(C(=O)CSc2nnc(-c3cccc(S(=O)(=O)N(CC)CC)c3)o2)c1C,22,.,5,0
O=C(OCn1ncc(Br)c(Br)c1=O)c1c(F)cccc1F,.,.,82*,91*
CCOC(=O)C(NCc1ccccc1OC)(NC(=O)c1ccccc1)C(F)(F)F (centres undefined),.,.,-8,3
Cc1cc(C)c(NC(=O)CN(c2ccccc2)S(=O)(=O)N(C)C)c(C)c1,4,-2,5,-2
CCC(=O)N(C)/C=C1\Sc2ccccc2C1=O,.,.,16,-3
CCN1CCN(c2ncc(C(=O)Nc3cc(Cl)ccc3OC)c3ccccc23)CC1,-4,10,0,10
O=C(Nc1cccc(C(F)(F)F)c1)C1C2CC3OC(=O)C1C3C2 (centres undefined),25,24,3,24
CCOC(=O)C1=C(N)n2c(s/c(=C\c3cccnc3)c2=O)=C(C#N)C1c1cccnc1 (centres undefined),7,-55,-38,-55
Cc1cc(C)c(C(=O)OCCNC(=O)c2cccnc2)cc1C,20,4,-1,4
Oc1ccc2c(c1)oc1cc(O)ccc12,22,12,18,12
COc1ccccc1NC(=O)CSc1nnc(C)o1,25,.,17,0
c1ccc(Cn2nnnc2C(c2ccccn2)N2CCN(c3ccccc3)CC2)cc1 (centres undefined),-6,-10,12,-10
CCS(=O)(=O)c1nc(NC(C)=O)n[nH]1,14,-14,-11,-14
COc1cccc(-c2nnc3sc(-c4ccc(Cl)cc4)nn23)c1,6,.,-15,0
CC(C)C(OC(=O)c1ccco1)C(=O)NC1CCCCC1 (centres undefined),21,-9,7,-9
CC[n+]1c(P(=O)([O-])c2ccccc2)[nH]c2ccccc21,2,-10,-17,-10
CC1CCN(C(=O)CCc2ccc(S(=O)(=O)NC(C)C)cc2)CC1,26,21,15,21
Cc1c(NC(=O)c2cc(C(C)C)on2)c(=O)n(-c2ccccc2)n1C,19,3,-2,3
O=C(CN(CC(=O)N1CCOCC1)S(=O)(=O)c1ccc(Br)s1)N1CCOCC1,9,-6,-6,-6
CCOC(=O)c1sc(NC(=O)c2cc3c(s2)CCC(C)C3)nc1C (centres undefined),30,-3,12,-3
COc1ccc(C(=O)CSc2nc3nc(C)cc(C)c3c(=O)[nH]2)cc1OC,.,.,0,-10
O=C(O)c1ccc(-n2c(-c3ccc(Br)cc3)n[nH]c2=S)cc1,15,-15,-20,-15
CCOCCCn1c(=NC(=O)c2cccnc2)c(C(=O)OCC)cc2c(=O)n3ccccc3nc21,46,.,.,.
COc1cc(Br)cc(-c2nc3c(c(=O)[nH]c(=O)n3Cc3ccccc3)n2C)c1O,13,12,13,12
CN(C)c1ccc(N2C(=O)CC(Nc3ccc(N4CCOCC4)cc3)C2=O)cc1 (centres undefined),.,.,6,-18
Cc1cc(C(=O)OCC(=O)c2ccc3c(c2)OCCO3)c(C)o1,21,14,21,14
Cc1ccc(C(c2sc3nc(C)nn3c2O)N2CCOCC2)cc1 (centres undefined),14,-27,7,-27
Cc1nn(CC(=O)O)c(=O)c2ccccc12,24,3,44,3
O=C(CCN1Cc2ccccc2C1)c1ccc2c(c1)OCCO2,-22,-4,14,-4
CCOC(=O)CCCn1ncn2c(cc3occc32)c1=O,.,.,15,11
CCOC(=O)c1c(NC(=O)CSc2nc(C)cc(C)c2C#N)sc(C(C)=O)c1C,12,-27,-76,-27
Cc1ccc(-c2cc(C(F)(F)F)n3ncc(C(=O)N4CCN(C)CC4)c3n2)cc1,14,-16,18,-16
O=C(c1cc(F)c(F)cc1Cl)N1CCOCC1,21,-9,1,-9
# Next part.
SMILES,eIF2B yeast act,eIF2B yeast act mutant toxicity,Yeast tox,Yeast tox inhibition %
O=C(O)C1C2C=CC(C2)C1C(=O)NCCCn1ccnc1 (centres undefined),15,-5,-5,-5
CC(Nc1ccc(Br)cn1)c1cc(Cl)ccc1O (centres undefined),6,.,.,.
O=C(COc1ccc(S(=O)(=O)NC2CCCCC2)cc1)NC1CCCCC1,26,3,3,3
Cc1nc(Nc2ccccc2)[nH]c(=O)c1CCC(C)C,17,.,.,.
CCCCn1cc(C(=O)c2cc(Br)ccc2O)cc(C#N)c1=O,-13,10,-2,10
O=C(NC1CCS(=O)(=O)C1)c1ccc(S(=O)(=O)NCC2CCCO2)cc1 (centres undefined),11,-4,11,-4
CCOc1ccccc1C(=O)NC(CO)C(=O)O (centres undefined),17,13,12,13
Cc1ccc(CC2CC(=O)N(c3nc4ccccc4n3C)C2=O)cc1 (centres undefined),29,14,12,14
CC(C)c1nc2sc3c(NCc4ccco4)ncnc3c2c2c1COC(C)(C)C2,-11,4,-24,4
Cc1nc2ccccc2n1CC(=O)NCCN1CCOCC1,6,.,.,.
CCN1C(=O)c2ccc(C(=O)NCc3ccc4c(c3)OCO4)cc2C1=O,26,.,-25,0
Nc1nnc(SCC(=O)Nc2ccccc2N2CCOCC2)s1,17,.,.,.
CC1CC1C(=O)Nc1nc(-c2ccccc2)cs1 (centres undefined),19,18,23,18
CCc1cccc(OCCOCCN2CCCC2)c1,24,17,4,17
O=C(c1cccs1)N1CCC(c2ccccc2)C1 (centres undefined),71*,.,18,10
Cc1ccc(S(=O)(=O)N2CCC(C(=O)NCc3ccncc3)CC2)cc1,13,12,18,12
COc1ccccc1N1CCN(C(=O)CN(Cc2ccc(Cl)cc2)S(C)(=O)=O)CC1,-31,-29,-3,-29
COc1ccc(OCc2nnc(SCC(=O)O)n2N)cc1,.,.,14,15
CCC1CCCCN1CCCNC(=O)c1ccc(CS(=O)(=O)Cc2ccccc2F)o1 (centres undefined),12,-14,-21,-14
COc1ccc(CCCc2nnc(SCC(=O)Nc3cccc(C)c3)o2)cc1,17,6,6,6

# A different layout for part of the listing above:
Molecule	eIF2B yeast act	eIF2B yeast act mutant toxicity	Yeast tox	Yeast tox inhibition %
Cc1ccc(CC2CC(=O)N(c3nc4ccccc4n3C)C2=O)cc1 (centres undefined)	29	14	12	14
CC(C)c1nc2sc3c(NCc4ccco4)ncnc3c2c2c1COC(C)(C)C2	-11	4	-24	4
Cc1nc2ccccc2n1CC(=O)NCCN1CCOCC1	6	.	.	.
CCN1C(=O)c2ccc(C(=O)NCc3ccc4c(c3)OCO4)cc2C1=O	26	.	-25	0
Nc1nnc(SCC(=O)Nc2ccccc2N2CCOCC2)s1	17	.	.	.
CC1CC1C(=O)Nc1nc(-c2ccccc2)cs1 (centres undefined)	19	18	23	18
CCc1cccc(OCCOCCN2CCCC2)c1	24	17	4	17
O=C(c1cccs1)N1CCC(c2ccccc2)C1 (centres undefined)	71*	.	18	10
Cc1ccc(S(=O)(=O)N2CCC(C(=O)NCc3ccncc3)CC2)cc1	13	12	18	12
COc1ccccc1N1CCN(C(=O)CN(Cc2ccc(Cl)cc2)S(C)(=O)=O)CC1	-31	-29	-3	-29
COc1ccc(OCc2nnc(SCC(=O)O)n2N)cc1	.	.	14	15
CCC1CCCCN1CCCNC(=O)c1ccc(CS(=O)(=O)Cc2ccccc2F)o1 (centres undefined)	12	-14	-21	-14
COc1ccc(CCCc2nnc(SCC(=O)Nc3cccc(C)c3)o2)cc1	17	6	6	6

# Next section
SMILES,eIF2B yeast act,eIF2B yeast act mutant toxicity,Yeast tox,Yeast tox inhibition %
Cc1cc(C(=O)OC2CCOC2=O)c2ccccc2n1 (centres undefined),.,.,33,2
FC(F)(F)C(Oc1nc(Nc2ccc(Cl)cc2)nc(N2CCOCC2)n1)C(F)(F)F,-15,.,.,.
CCOC(=O)c1nn(-c2ccc3c(c2)OCO3)cc1O,16,-18,-5,-18
CC1Cc2cc(/C(O)=C3/C(=O)C(=O)N(CCCn4ccnc4)C3c3ccco3)ccc2O1 (centres undefined),17,11,5,11
C=CCNC(=S)NNC(=O)C(CCCC)CC(C)(C)O (centres undefined),-31,12,15,12
O=C(Nc1ccccn1)Nc1cccs1,24,7,26,7
Cc1cc(C)c(S(=O)(=O)N2CCC(C(=O)NCc3ccc(Cl)cc3Cl)CC2)c(C)c1,.,.,82*,85*
Cc1ccc(S(=O)(=O)NCCC(=O)Nc2ccc3c(c2)OCO3)cc1,34,14,1,14
OC(COc1cccc2ccccc12)CN1CCCC1 (centres undefined),9,.,-10,0
CCC1(C)Cc2ccccc2-c2nc(-c3ccccc3)oc(=O)c21 (centres undefined),.,.,12,0
O=C(Nc1ccccc1C(=O)O)c1ccc(NC(=O)c2ccc(Br)o2)cc1,.,.,5,21
COc1ccc(-n2nnnc2SCC(=O)Nc2nc3c(s2)CCCC3)cc1,8,-20,-12,-20
CCOC(=O)CSc1nnc2n(Cc3ccccc3)c(=O)c3c4c(sc3n12)CCC4,14,-13,-11,-13
O=C(Nc1ncc2c(n1)CC(c1ccco1)CC2=O)c1ccccc1 (centres undefined),40,9,-7,9
CN(c1cccc(NC(=O)Nc2cccc(Cl)c2)c1)S(C)(=O)=O,.,.,-13,4
O=C(c1sccc1-n1cccc1)N1CCCC1,17,.,10,0
CSc1ccccc1C(=O)NCCSc1ccccc1,.,.,26,13
CCCc1nnc(SCc2ccc(OCC)cc2)n1N,16,9,9,9
COc1ccc(N2C(=O)CCC(C(=O)NCc3cccnc3)C2c2ccc(OC)c(OC)c2)cc1 (centres undefined),.,.,9,18
CC1(C)N(OCc2ccccc2)C(=O)C(=O)N(OCc2ccccc2)C1(C)C,19,-33,4,-33
CC1CCCN(c2nc3ccccc3nc2C(C#N)S(=O)(=O)c2cccs2)C1 (centres undefined),14,-6,8,-6
O=C(c1ccco1)N1CCN(C(=O)c2ccc(COc3ccc4c(c3)CCC4)o2)CC1,-5,9,18,9
COc1ccc(S(=O)(=O)N2CCN(C(=O)c3ccco3)CC2)cc1OC,.,.,20,21
CCc1nnc(NC(=O)CSc2nnc(-c3ccccc3O)n2CC)s1,.,.,27,10
